p53 reactivator: restores transcriptional activity of mutant p53; H1299 p53-A138V BP100-luciferase reporter, luminescence, 24 h; Potency, µM (highest dose often 92.2 µM), for inactives: top-dose activity change, positive = activation, actives largely listed as activators; hit rate 0.063% among 320,000; note: potency is the fitted concentration of half-maximal effect; % of control where 0% means no effect; nearly all actives have a fitted effect of over 45% in size
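H1299 (p53-null), stable ts p53-A138V + BP100-Luc; 1000 cells/well, Opti-MEM/10% FBS; cpd 4 pt, 1:5; 24 h, 37 deg C, 5% CO2; detection reagent 10 min RT; luminescence.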
BRCA1 expr up: BRCA1 expression activation; MCF7-BRCA1-FFLuc reporter, luminescence, 48 h; response scale: scaled: vehicle 0%, 10 µM genistein 100%; Potency, µM (series often up to 46.1 µM), inactives show top-dose activation, most hits filed as activators; hit rate 1.1% among 380,000; note: potency is the fitted concentration of half-maximal effect; nearly all actives have a fitted effect of over 80% in size; some results filed as inactive show a strong effect at the top dose
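Reporter cells (MCF7, BRCA1 promoter-firefly luciferase) received library compounds across a concentration series for 48 h. End-point luminescence was measured and concentration-effect curves derived after normalization.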
TCR act: activators of T cell receptors; AID 504894; Potency, µM (highest dose often 9.22 µM), without a hit: at the highest dose activation of IL-2 secretion, usual class: activators; 330,000 tested, under 10 active; primary human leukocytes, anti-CD3, IL-2 HTRF, 48 h; note: % of control where 0% means no effect
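Primary human leukocytes incubated 48 hr with anti-CD3 beads plus compound, without co-stimulation. Secreted IL-2 measured by HTRF (europium cryptate/d2 anti-IL-2 pair, 320 nm excitation, 665 nm emission).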
ELG1 DNA repair: blocks ELG1-dependent DNA repair in HEK293T cells | HEK293T ELG1-luciferase reporter, luminescence, 16 h; DNA damage induced by 5-fluorouridine | Potency, µM (highest dose often 46.1 µM), without a hit: at the highest dose activity change, negative = inhibition, hits mostly inhibitors | hit rate 2.3% among 330,000 | AID 504467; note: potency is the fitted concentration of half-maximal effect; % is set by controls: 0 for no effect and ±100 for the full control effect; nearly all actives have a fitted effect of over 55% in size
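Quantitative HTS, concentration-response format. 2,000 cells/well co-treated with 5-fluorouridine and compound, 16 hr in 5% CO2 at 37 °C; ONE-Glo luminescence read after 30 min.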
AT treatment: candidate therapy for ataxia-telangiectasia | […] A-T fibroblasts, KAP-1 phosphorylation AlphaLISA; neocarzinostatin DNA damage 30 min before lysis | Potency, µM (titrated, usually from 57.5 µM), for the others: at the top dose activation, most hits filed as activators | hit rate 0.19% among 320,000 | AID 485349; note: potency is the fitted concentration of half-maximal effect; % of control where 0% means no effect; nearly all actives have a fitted effect of over 45% in size
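hTERT-immortalized A-T patient fibroblasts ([…]), 500 cells/well in OPTI-MEM, 1% FBS, got compounds for 60 min, then NCS for 30 min at 37C. Lysates were then assayed for phospho-KAP-1 by AlphaLISA (anti-pKAP1 donor, anti-KAP1 acceptor beads), 6 hr at 25C.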
Integrin act MD: activators of alpha7 integrin expression for muscular dystrophy; Potency, µM (titrated, usually from 38.3 µM), for the others: at the top dose activation, most hits filed as activators; alpha7betagal myoblasts, beta-gal FDG fluorescence, 48 h; hit rate 0.064% among 350,000; AID 624291;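 note: potency is the fitted concentration of half-maximal effect; 100% = response of the positive control SU9516; nearly all actives have a fitted effect of over 60% in size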
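Alpha7betagal+/- myoblasts (passage 13) were plated 16-24 hr, then exposed to compounds (1:260 dilution of DMSO stock) for 48 hours at 37C. After MPER lysis, β-galactosidase reporter activity was read as FDG fluorescence (ex 480/em 540) after 30 minutes.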
PTAP TSG101 blk: blocks PTAP/TSG101 interaction to inhibit HIV-1 budding. Fluorescence polarization, FITC-PTAP peptide / Tsg101 binding. Potency, µM (series often up to 115 µM), without a hit: top-dose activity change, negative = inhibition, actives largely listed as inhibitors. 340,000 tested, under 10 active. AID 493005. Q99816; active = well fitted inhibition curve with a large enough effect in the main read-out, with a control signal flat, not every such curve was filed as active; inconclusive = small, poorly fitted or top-dose-only effect, or effect the other way, or a change in a side signal; inactive = no such curve, though single readings can be large or run the other way; note: potency is the fitted concentration of half-maximal effect; % of control where 0% means no effect
Target sequence (Q99816 whole entry, looked up): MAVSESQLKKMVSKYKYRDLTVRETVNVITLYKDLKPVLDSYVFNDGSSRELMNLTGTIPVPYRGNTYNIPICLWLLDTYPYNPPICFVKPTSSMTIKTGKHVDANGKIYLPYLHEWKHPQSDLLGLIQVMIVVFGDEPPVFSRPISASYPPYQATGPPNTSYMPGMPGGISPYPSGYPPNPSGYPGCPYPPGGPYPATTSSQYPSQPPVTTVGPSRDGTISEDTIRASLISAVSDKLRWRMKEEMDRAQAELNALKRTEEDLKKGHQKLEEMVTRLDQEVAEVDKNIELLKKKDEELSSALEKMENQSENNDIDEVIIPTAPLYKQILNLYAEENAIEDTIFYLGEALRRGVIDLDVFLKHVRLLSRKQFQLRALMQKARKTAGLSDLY
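Steps: Tsg101 binding domain dispensed (10 uM final), compounds pinned in DMSO, FITC-labeled PTAP-motif peptide added (50 nM final); after 20 min binding at room temperature, polarization measured.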
MLL CXXC-DNA inh: blocks binding of human MLL CXXC domain to DNA; Q03164; MLL-CXXC / FITC-HOXA9 DNA fluorescence polarization; Potency, µM (doses to about 115 µM), inactives show at the top dose activity change, negative = inhibition, actives largely listed as inhibitors; hit rate 0.037% among 290,000; AID 2662; active = well fitted inhibition curve with a large enough effect in the polarisation, with a control signal flat, not every such curve was filed as active; inconclusive = small, poorly fitted or top-dose-only effect, or effect the other way, or a change in a side signal; inactive = no such curve, though single readings can be large or run the other way; the % refers to the polarisation; note: potency is the fitted concentration of half-maximal effect
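Steps: dispense CXXC domain solution (7 uM) → pin compounds or unlabeled HOX-A9 DNA control → 5 min ambient → add FLSN-HOX-A9 solution (50 nM) → spin → 30 min ambient → fluorescence polarization. Tris pH 7.5/NaCl/DTT/BSA buffer.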
TRPV1 ag: activates the human vanilloid receptor TRPV1. hit rate 0.19% among 320,000. TRPV1-expressing cells, Fluo-8 calcium influx, agonist mode. activation, % at 8.33 µM; in the data active = activation above about 80%; inconclusive = between about 30% and that limit; note: 0% is about no effect
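TRPV1-expressing cells were cultured overnight at 35.5C and loaded with Fluo-8 calcium dye for 40 to 90 min at room temperature. After a 10 s baseline, compound was added and calcium influx was read kinetically for 3 min (ex 480/em 520 nm).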
B2AR arrestin: beta2AR (human) beta-arrestin recruitment activity | Potency, µM (top dose mostly 46.1 µM), without a hit: top-dose activation, hits mostly activators | beta-arrestin recruitment to beta2AR, cell-based reporter | hit rate 0.02% among 330,000 | AID 492947;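 note: potency is the fitted concentration of half-maximal effect; 0% = DMSO controls and full agonism = EC100 isoproterenol or metaproterenol; nearly all actives have a fitted effect of over 65% in size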
Target sequence (P07550 whole entry, looked up): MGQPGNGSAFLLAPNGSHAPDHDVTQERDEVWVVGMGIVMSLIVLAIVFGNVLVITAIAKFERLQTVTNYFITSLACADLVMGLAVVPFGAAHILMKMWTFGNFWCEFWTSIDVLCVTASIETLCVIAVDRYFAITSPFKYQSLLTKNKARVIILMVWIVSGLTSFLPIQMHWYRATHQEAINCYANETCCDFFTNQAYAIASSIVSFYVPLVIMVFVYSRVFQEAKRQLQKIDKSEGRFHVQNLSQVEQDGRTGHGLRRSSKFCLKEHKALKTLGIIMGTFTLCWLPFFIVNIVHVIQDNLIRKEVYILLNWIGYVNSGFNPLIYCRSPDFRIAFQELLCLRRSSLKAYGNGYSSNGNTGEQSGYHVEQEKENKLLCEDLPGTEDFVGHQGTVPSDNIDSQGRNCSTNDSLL
* hit, by the source's call; u = inconclusive; x = not tested or not shown; & = joins results of further samples; [ ] = dose if it differs, or a comment. Unless noted, calls come from the whole dose curve; as a rule, active = well fitted curve in the direction sought with a large enough effect; inconclusive = small, poorly fitted or top-dose-only effect, or another doubt; inactive = no such curve, though single readings can be large; an effect the other way counts as inactive or inconclusive. These rows are one share of the data; the hit share may differ from the screen's.

SMILES	p53 reactivator	BRCA1 expr up	TCR act	ELG1 DNA repair	AT treatment	Integrin act MD	PTAP TSG101 blk	MLL CXXC-DNA inh	TRPV1 ag	B2AR arrestin
CC12CC(=O)C3C(CCC4CC(=O)C=CC43C)C1CCC2=O (stereo unspecified)	x	-41%	-3%	x	x	7%	-5%	x	x	x
CN1CC(C(=O)c2ccc(Cl)cc2)C(c2ccc(Cl)cc2Cl)C1 (stereo unspecified)	-6%	-39%	11%	-5%	40%	-55%[inhibitor]	2%	67%[activator]	-1	-0.7%
O=C(O)c1ccc([N+](=O)[O-])c([N+](=O)[O-])c1	x	-31%	1%	x	x	-21%	-8%	x	x	x
CCN(CC)C(=O)c1ccc(NC(=O)CSc2nnnn2-c2cc(OC)ccc2OC)cc1	1%	-15%	4%	-29%	2%	-43%[inhibitor]	-3%	-3%	-2	-0.1%
COC(=O)C1=C(c2ccc3ccccc3c2)C[C@@H]2CC[C@H]1N2C(=O)NC1Cc2ccccc2C1	-3%	-40%	2%	-28%	12%	-26%	-2%	x	-5	0.4%
CCCCn1c(O)c(C=NCCCN(CC)CC)c(=O)[nH]c1=O	1%	1%	4%	0%	13%	5%	-1%	-3%	0	0.1%
CN1C(=O)/C(=C\c2ccc(N3CCCCCC3)cc2)C(=O)NC1=S	4%	19%	-2%	-4%	1%	16%	1%	-11%	1	0.0%
CCOC(=O)C1=C(N)OC2=C(C(=O)CCC2)C12C(=O)Nc1ccccc12 (stereo unspecified)	-2%	9%	-2%	3%	5%	16%	1%	0%	0	0.7%
COC(=O)C1=C(c2ccccc2OCc2ccccc2)C[C@@H]2CC[C@H]1N2C(=O)NCc1cccc(C(F)(F)F)c1	-6%	0%	-3%	u	7%	-38%	-1%	x	3	-0.9%
CCCOC(=O)c1ccc(OC(=O)c2ccco2)cc1	1%	48%	1%	12%	5%	-17%[7.66 µM]	-5%	128%[activator]	10	3.2%
COc1ccc(Br)cc1CNCCc1cccc(Cl)c1	-6%	-5%	x	-13%	6%	-67%[inhibitor]	0%	14%	-1	0.0%
C(#CCN1CCOCC1)COCC#Cc1ccccc1	9%	21%	-3%	21%	2%	2%	-6%	-2%	0	-0.1%
CCCn1c(=O)n(C)c(=O)c2c(SCC(=O)NC34CC5CC(CC(C5)C3)C4)nc(CC(C)C)nc21	18%	6%	-2%[46.1 µM]	23µM*	6%	12%	-5%	-10%	-9	0.0%
Cc1ccc([N+](=O)[O-])cc1	-3%	-1%	-21%	15%	-6%	x	2%	x	2	0.1%
CCC1CN1P(=O)(Oc1ccc(Cl)cc1)N1CC1CC (stereo unspecified)	x	-15%	-4%	x	x	10%	-4%	x	x	x
COC(=O)C1=C(c2c(C)noc2C)C[C@@H]2CC[C@H]1N2C(=O)NC(C)C	u	8%	3%	17%	12%	15%	0%	x	-1	-1.2%
COC(=O)C1C(=O)C=C(Nc2ccc(F)cc2F)CC1c1ccccc1 (stereo unspecified)	-1%	85%	4%	u	1%	31%	-12%	14%	-1	-1.0%
Brc1ccccc1	-3%	12%	2%	11%	-11%	13%	-9%	16%	-3	-0.4%
CC(=O)c1c(C)n(C2CCCCC2)c2ccc(O)cc12	-5%	-1%	14%	u	2%	u	0%	8%	-1	0.0%
CCCCC(CC)COP(=O)(OCC(CC)CCCC)OCC(CC)CCCC (stereo unspecified)	13%	-44%	-2%	u	-4%	x	-1%	x	13	0.7%
Cc1cc(C(=O)N2CCC3(CC2)OCCO3)cs1	-1%	-14%	2%	10%	2%	13%	0%	-5%	-3	0.0%
O=C(C[n+]1ccn(CCCNP2(=O)C=C(c3ccccc3)OC(c3ccccc3)=C2)c1)c1ccccc1	-2%	17%	2%	-17%	2%	-9%	-7%	12%	1	-0.2%
O=C1C(=O)c2ccccc2-c2ccccc21	-12%	-79%	-1%	7.3µM*	5%	x	1%	u	2	-0.3%
CC1=NN(Cc2c[nH]c3ccccc23)C(C)(C)C1	1%	-5%	2%	-11%	-5%	16%	-2%	47%[activator]	-1	-0.1%
CCOP(=O)(OCC)c1ccc(OP(=O)(c2cccc([N+](=O)[O-])c2)c2cccc([N+](=O)[O-])c2)cc1	-1%	-3%	1%	2%	-10%	17%	-12%	-3%	-3	-0.6%
c1cc2c(cc1C1OCC3C(c4ccc5c(c4)OCO5)OCC13)OCO2 (stereo unspecified)	3%	31%	-1%	-8%	8%	35%	-2%	x	x	-1.0%
COc1ccccc1NP1(=O)OCC(C)([N+](=O)[O-])CO1 (stereo unspecified)	x	-15%	0%	x	x	-11%	-1%	x	x	x
Cc1ccc(NC(=O)c2ncn(CCCNCCN3CCOCC3)n2)cc1C	x	11%	-3%	x	x	4%	-3%	x	x	x
CC12CN3CC(C)(CN(C1)P3(=O)Oc1ccccc1)C2=O (stereo unspecified)	3%	0%	-10%	12%	-2%	39%	-1%	-9%	10	-0.3%
O=[N+]([O-])c1cc2c(cc1CNCCc1ccc3c(c1)OCO3)OCO2	3%	24%	-2%[46.1 µM]	0%	-8%	-7%	0%	9%	4	0.4%
Nc1cc(N2CCNCC2)ccc1[N+](=O)[O-]	-2%	-23%	-4%[46.1 µM]	u	-2%	5%	-1%	6%	-1	0.1%
O=P(NS(=O)(=O)c1ccc(Cl)cc1)(Oc1ccccc1)Oc1ccccc1	-4%	-3%	9%[46.1 µM]	0%	6%	3%	-4%	-6%	0	-0.3%
COCCNC(=O)Cn1cc(/C=C2\C(=O)NC(=O)N(c3ccccc3F)C2=O)c2ccccc21	3%	-1%	-1%	14%	13%	23%	-11%	-19%	-1	-0.3%
Cc1cc(N2C(=O)CC(N3CCC(n4c(=O)[nH]c5ccccc54)CC3)C2=O)no1 (stereo unspecified)	14%	-21%	-5%	10%	25%	2%	-3%	-12%	-4	-0.2%
O=C(c1cccs1)C1CN2CCC1CC2 (stereo unspecified)	-17%	-5%	5%	16%	1%	-6%	2%	4%	-2	-0.3%
Cc1ccc(C)c(NP(=O)(Oc2ccccc2)Oc2ccccc2)c1	-19%	-34%	1%	8.2µM*	x	u	-9%	-1%	-5	-1.1%
Clc1ccc(COC(Cn2ccnc2)c2ccc(Cl)cc2Cl)c(Cl)c1 (stereo unspecified)	3%&15%	-47%&-19%	6%&-5%	-8%&-17%	6%&5%	x	-2%&-5%	17%	9	-0.4%&0.2%
CC(C)n1c(N2CCN(S(=O)(=O)c3cccc([N+](=O)[O-])c3)CC2)nc2ccccc21	u	-20%	1%	23µM*	3%	0%	0%	-5%	6	-0.7%
N#CCCn1cc(C(=O)Nc2ccc(F)cc2)c(-c2ccc([N+](=O)[O-])cc2)n1	-11%	-22%	0%	u	2%	-26%	-6%	4%	0	-0.5%
C[C@]12N[C@H](Cc3ccccc31)c1ccccc12	x	-13%&7%	-3%&8%	x	x	x	4%&-2%	-25%	x	x
CCOP(=O)(Cc1cc(C#N)oc1C)OCC	-3%	-11%	1%[46.1 µM]	9%	-1%	0%	0%	-1%	1	-0.7%
C[C@]12CC[C@H](O)C[C@H]1CC[C@@H]1[C@@H]2CC[C@]2(C)[C@@H](C3=CC(=O)OC3)CC[C@]12O	-11%	-76%	3%	u	7%	x	-3%	x	1	0.0%
C=C(C)CSc1nnc([C@@H](N)Cc2c[nH]c3ccccc23)o1	11%	1%	2%	3%	-1%	-15%	-6%	4%	-1	-0.8%
CC12CN3C(O)C(C)(C1)CC(C)(C2)C3O (stereo unspecified)	-12%	-4%	-3%	-17%	-4%	1%	-8%	5%	0	0.2%
O=C(C[N+]12CCC(CC1)C(CO)C2)c1ccc(Br)cc1 (stereo unspecified)	7%	11%	6%	u	0%	6%	-4%	u	-3	0.2%
COC(=O)C(C)NC(=S)N1CC2C[C@@H](C1)Cn1c2cccc1=O (stereo partly specified)	-1%	-24%	2%	-10%	-6%	12%	0%	8%	3	0.1%
Cc1cc(C)n2nc(C)[n+](C)c2n1	3%	-3%	1%	17%	-4%	8%	-3%	2%	-1	-0.2%
FC(F)(F)c1ccccc1CN1CCN(Cc2ccccc2)CC1	-2%	-2%	-5%	9%	u	-25%	-10%	13%	0	-0.3%
CC(OC(=O)c1cn(C)c2ccccc12)C(=O)N1CCCC1 (stereo unspecified)	-12%	-11%	-1%	u	8%	10%	-4%	x	5	0.5%
CC1(C)C(=O)CCC2C1=CCC1C2CCC2(C)C(O)CCC12 (stereo unspecified)	x	-13%	3%	x	x	9%	-1%	x	x	x

Entries listed so far containing a thiophene ring, fused or not:
SMILES	p53 reactivator	BRCA1 expr up	TCR act	ELG1 DNA repair	AT treatment	Integrin act MD	PTAP TSG101 blk	MLL CXXC-DNA inh	TRPV1 ag	B2AR arrestin
Cc1cc(C(=O)N2CCC3(CC2)OCCO3)cs1	-1%	-14%	2%	10%	2%	13%	0%	-5%	-3	0.0%
O=C(c1cccs1)C1CN2CCC1CC2 (stereo unspecified)	-17%	-5%	5%	16%	1%	-6%	2%	4%	-2	-0.3%
